BAZ2B inh: qHTS Assay for Inhibitors of BAZ2B | AlphaScreen BAZ2B-H3K14Ac peptide displacement | Potency, µM (titrated, usually from 114 µM), for the others: at the highest dose activity change, negative = inhibition, hits mostly inhibitors | 360,000 compounds, 4.4% hits | Bromodomain adjacent to zinc finger domain protein 2B (Homo sapiens), Q9UIF8; note: % is set by controls: 0 for no effect and ±100 for the full control effect; nearly all actives have a fitted effect of over 60% in size
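Compounds, titrated to a top concentration of 110 uM, were incubated 30 min at room temperature with preformed BAZ2B/acetyl-K14 H3 peptide complex (50 nM each). Proximity signal was measured by AlphaScreen after 20 min with beads.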
Tb PGK inh: qHTS Assay to Find Inhibitors of Phosphoglycerate Kinase. AID 602233, 2012. 380,000 compounds, 0.043% hits. PGK/GAPDH coupled, Kinase-Glo luminescence, 60 min. Potency, µM (series often up to 57.5 µM), for the others: at the highest dose activity change, negative = inhibition, actives largely listed as inhibitors. Phosphoglycerate kinase, glycosomal (Trypanosoma brucei brucei), P07378; note: % is set by controls: 0 for no effect and ±100 for the full control effect; nearly all actives have a fitted effect of over 60% in size
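Luminescent ATP detection (Kinase-Glo Plus) follows a 60-minute room-temperature incubation, with wells lacking PGK as controls. Buffer: 100 mM TEA (pH 7.6), 5 mM MgCl2, 0.01% Tween-20. Coupling enzyme GAPDH (100 nM final) supplies unstable 1,3-BPG in-well.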
JMJD2A Tudor: qHTS Assay for Inhibitors of JMJD2A-Tudor Domain | Lysine-specific demethylase 4A (Homo sapiens), O75164 | AlphaScreen JMJD2A-Tudor / H3K4me3 peptide binding | Potency, µM (titrated, usually from 114 µM), for inactives: at the highest dose activity change, negative = inhibition, actives largely listed as inhibitors | 390,000 compounds, 4.4% hits | AID 504339, 2011; note: % is set by controls: 0 for no effect and ±100 for the full control effect; nearly all actives have a fitted effect of over 50% in size
POLI inh: qHTS for Inhibitors of Polymerase Iota; Pol iota fluorescent replication assay, 10 min; Potency, µM (highest dose often 115 µM), inactives show top-dose activity, negative = inhibition, most hits filed as inhibitors; 390,000 compounds, 1% hits; AID 588590, 2011
Target sequence (Q9UNA4 whole entry, looked up): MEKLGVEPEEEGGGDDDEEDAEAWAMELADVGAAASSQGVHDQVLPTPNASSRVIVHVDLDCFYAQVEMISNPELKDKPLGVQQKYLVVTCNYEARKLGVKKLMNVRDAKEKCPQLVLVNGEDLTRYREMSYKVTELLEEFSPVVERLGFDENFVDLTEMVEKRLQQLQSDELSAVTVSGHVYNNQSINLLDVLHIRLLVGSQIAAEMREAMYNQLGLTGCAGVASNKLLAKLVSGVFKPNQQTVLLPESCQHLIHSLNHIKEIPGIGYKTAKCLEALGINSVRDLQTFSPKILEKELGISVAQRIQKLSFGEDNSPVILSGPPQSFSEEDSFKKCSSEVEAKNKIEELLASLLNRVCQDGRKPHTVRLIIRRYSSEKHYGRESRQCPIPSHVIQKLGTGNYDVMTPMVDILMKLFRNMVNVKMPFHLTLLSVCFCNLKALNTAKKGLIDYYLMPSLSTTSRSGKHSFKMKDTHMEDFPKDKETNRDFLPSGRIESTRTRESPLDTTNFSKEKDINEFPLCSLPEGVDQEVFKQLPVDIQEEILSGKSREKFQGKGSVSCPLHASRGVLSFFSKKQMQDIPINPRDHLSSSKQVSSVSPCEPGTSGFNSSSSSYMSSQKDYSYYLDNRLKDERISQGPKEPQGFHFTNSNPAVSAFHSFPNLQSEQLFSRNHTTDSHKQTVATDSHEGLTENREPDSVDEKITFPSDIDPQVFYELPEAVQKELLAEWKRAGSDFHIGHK
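Pol iota at 10 nM preincubated 15 min with compounds at room temperature; reaction started with fluorescent substrate, 50 nM final. Fluorescence read kinetically at 0 and 10 min; buffer-only wells as negative control.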
GLS inhibitor: qHTS for Inhibitors of Glutaminase (GLS); GLS enzymatic activity, qHTS titration; Potency, µM (doses to about 45.5 µM), for inactives: top-dose activity change, negative = inhibition, most hits filed as inhibitors; 410,000 compounds, 0.21% hits; Glutaminase kidney isoform, mitochondrial (Homo sapiens), O94925; note: % is set by controls: 0 for no effect and ±100 for the full control effect
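Compounds were pin-transferred onto hKGA, after which L-glutamine (1 mM solution) and a detection mix of glutamate oxidase, HRP and Amplex Red were added. Initial and 30 min RT fluorescence reads were collected.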
HP1b binding inh: HTS for Inhibitors of HP1-beta Chromodomain Interactions with Methylated Histone Tails. Potency, µM (titrated, usually from 114 µM), for inactives: at the highest dose activity change, negative = inhibition, most hits filed as inhibitors. 390,000 compounds, 0.56% hits. AlphaScreen HP1-beta / biotin-H3K9me3 peptide binding. AID 540317, 2011; note: nearly all actives have a fitted effect of over 70% in size; inactives centre near 23
Target sequence (P83916 whole entry, looked up): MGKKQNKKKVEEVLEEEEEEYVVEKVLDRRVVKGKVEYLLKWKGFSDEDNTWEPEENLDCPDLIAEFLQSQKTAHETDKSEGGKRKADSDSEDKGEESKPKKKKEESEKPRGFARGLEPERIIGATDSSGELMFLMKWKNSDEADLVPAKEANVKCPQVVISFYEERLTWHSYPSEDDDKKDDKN
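AlphaScreen: HP1-beta (50 nM) preformed 30 min with biotin-H3(1-18)K9me3 peptide (50 nM) in PBS pH 7.4, 0.01% Tween-20. Compound added for 30 min at RT, then streptavidin donor/nickel chelate acceptor beads (10 ug/mL) for 30 min.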
Pin1 inh: qHTS Assay to Find Inhibitors of Pin1; Peptidyl-prolyl cis-trans isomerase NIMA-interacting 1 (Homo sapiens), Q13526; Pin1 FP peptide displacement, HiFluor488, 10 min; Potency, µM (highest dose often 115 µM), inactives show top-dose activity, negative = inhibition, most hits filed as inhibitors; 390,000 compounds, 0.009% hits; active = well fitted inhibition curve with a large enough effect in the polarisation, with a control signal flat, not every such curve was filed as active; inconclusive = small, poorly fitted or top-dose-only effect, or effect the other way, or a change in a side signal; inactive = no such curve, though single readings can be large or run the other way; the % refers to the polarisation; note: % is set by controls: 0 for no effect and ±100 for the full control effect
Target sequence (Q13526 whole entry, looked up): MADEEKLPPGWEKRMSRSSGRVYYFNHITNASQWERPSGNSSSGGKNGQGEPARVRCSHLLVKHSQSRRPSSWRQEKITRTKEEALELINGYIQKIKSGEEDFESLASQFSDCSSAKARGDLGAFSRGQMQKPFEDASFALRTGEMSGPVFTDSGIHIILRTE
G9a block: qHTS Assay for Inhibitors of Histone Lysine Methyltransferase G9a | Potency, µM (titrated, usually from 102 µM), for inactives: top-dose activity, negative = inhibition, usual class: inhibitors | 350,000 compounds, 8.8% hits | Histone-lysine N-methyltransferase EHMT2 (Homo sapiens), Q96KQ7 | AID 504332, 2011 | G9a H3K9 monomethylation, AlphaScreen, 2 h; note: % is set by controls: 0 for no effect and ±100 for the full control effect; nearly all actives have a fitted effect of over 75% in size
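Chemiluminescent proximity detection of H3K9 monomethylation, read after 10 min bead incubation in the dark. Reaction: 20 nM G9a, 500 nM biotin-H3K9 peptide, 20 uM SAM cofactor, 2 h, room temperature, following 15 min enzyme-compound preincubation.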
BLM helicase inh: qHTS Assay for Inhibitors of Bloom's syndrome helicase (BLM); RecQ-like DNA helicase BLM (Homo sapiens), P54132; Potency, µM (highest dose often 56.1 µM), without a hit: at the highest dose activity change, negative = inhibition, actives largely listed as inhibitors; 350,000 compounds, 0.2% hits; AID 2528, 2010; recombinant BLM DNA unwinding, fluorescence dequenching;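 note: plate controls were vehicle for no effect and no enzyme for full effect; nearly all actives have a fitted effect of over 35% in size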
Active calls of the source: *; i = inactive; u = inconclusive; x = not tested or not shown; [ ] = remark or other dose. Unless noted, calls come from the whole dose curve; as a rule, active = well fitted curve in the direction sought with a large enough effect; inconclusive = small, poorly fitted or top-dose-only effect, or another doubt; inactive = no such curve, though single readings can be large; an effect the other way counts as inactive or inconclusive. Potency is the fitted concentration of half-maximal effect. Some of the compounds tested, so the mix of outcomes need not match the whole.

1. C=C(C)CC(NCCc1ccccc1)c1ccco1 (stereo unspecified)
2. S=C1NCCOCCOCCNC(=S)N2CCOCCOCCN1CCOCCOCC2
3. CCN(C(=O)COC(=O)/C=C/c1c(C)nn(-c2ccccc2)c1C)C1CCS(=O)(=O)C1 (stereo unspecified)
4. COc1ccccc1Nc1nnc(SCc2nnc(-c3cc(OC)c(OC)c(OC)c3)o2)s1
5. CNC(=S)N/N=C/c1cn(CCOc2ccccc2OC)c2ccccc12
6. Cc1ccc(-c2nc(C#N)c(NCc3ccco3)o2)cc1
compound no. | 1 | 2 | 3 | 4 | 5 | 6
BAZ2B inh | 3% | x | -24% | -28% | u | -31%
Tb PGK inh | -11% | -3% | 4% | i | -7% | i
JMJD2A Tudor | -4% | -13% | -10% | u | -30% | 4%
POLI inh | u | 15% | 3% | -3% | 7% | -17%
GLS inhibitor | 5% | 0% | 2% | 19% | 24% | -7%
HP1b binding inh | 13% | -9% | 13% | 6% | -8% | 4%
Pin1 inh | 5% | -10% | -2% | 8% | 10% | x
G9a block | u | 3% | 12% | 14µM* | 8%[59 µM] | -28%[59 µM]
BLM helicase inh | 5% | -1% | 1% | -4% | -9% | -6%

7. O=C(c1ccc(OCc2cn3ccccc3n2)cc1)N1CCN(S(=O)(=O)c2ccccc2F)CC1
8. COCC1CCN(Cc2cn(Cc3ccccc3)nc2-c2cc3ccccc3o2)CC1
9. O=C(CCn1nnnc1CN1CCOCC1)N1CCC(c2ccccc2F)C1 (stereo unspecified)
10. Clc1ccc(-c2nnc(SCc3nc(-c4ccccc4)no3)o2)cc1
11. COc1ccc(-n2nc(C(=O)NCC(=O)NCCCN3CCN(C)CC3)c3ccccc3c2=O)cc1
12. CCc1ccccc1NC(=O)Cn1c(=O)n(CC2CCC(C(=O)NCCc3ccccc3)CC2)c(=O)c2ccccc21 (stereo unspecified)
compound no. | 7 | 8 | 9 | 10 | 11 | 12
BAZ2B inh | -7% | 56µM* | -3% | 30% | 6% | -15%
Tb PGK inh | -6% | 1% | -10% | 4% | 1% | 3%
JMJD2A Tudor | -23% | -19% | -7% | -12% | 4% | u
POLI inh | 79µM* | 5% | -14% | 19% | 107%[activator] | 9%
GLS inhibitor | 3% | 6% | -1% | 3% | -1% | 8%
HP1b binding inh | 25% | 38% | 31% | 95%[activator] | 16% | 23%
Pin1 inh | u | 2% | -9% | 5% | 1% | u
G9a block | u | 0% | 10% | -1% | -13% | 0%[59 µM]
BLM helicase inh | x | 4% | 1% | -4% | 3% | -8%

13. CCOC(=O)C1CCN(Cc2cccc(Oc3ccccc3)c2)CC1
14. COc1ccc(NC(=O)c2ccc(COCC(F)(F)C(F)F)cc2)cc1OC
15. CCn1cc(CN2CCC(n3nccc3NC(=O)CCc3ccccc3)CC2)cn1
16. CCCC1(c2ccccc2)NC(=O)N(CC(=O)NCC2COc3ccccc3O2)C1=O (stereo unspecified)
17. CN(CCc1ccccn1)C(=O)CCc1nnc(CCCc2ccccc2)o1
18. COc1ccc(S(=O)(=O)N2CCCC2)cc1C(=O)N1CCCCC1
compound no. | 13 | 14 | 15 | 16 | 17 | 18
BAZ2B inh | 56µM* | 1% | 1% | -2% | -11% | 1%
Tb PGK inh | 4% | i | i | -5% | i | -4%
JMJD2A Tudor | 22µM* | -3%[57.1 µM] | -8% | -15% | -13% | 4%
POLI inh | 6% | 6% | -20% | 15% | 0% | 15%
GLS inhibitor | -1% | -8% | -3% | 1% | -3% | 4%
HP1b binding inh | -19% | 45%[activator] | 23% | 12% | 20% | 19%
Pin1 inh | -2% | 4% | 2% | -12% | -8% | -9%
G9a block | 7.1µM* | -33% | 30% | -4%[2.33 µM] | 0% | 31%
BLM helicase inh | -2% | -3% | 2% | x | -5% | -1%

19. CN=C1S/C(=C/c2cn(CC(=O)OC)c3ccccc23)C(=O)N1C
20. CC(C)NC(=O)N(C)C[C@H]1Oc2ccc(NC(=O)c3ccncc3)cc2C(=O)N([C@H](C)CO)C[C@@H]1C
21. COc1ccccc1OCCn1cc(C#N)c2ccccc21
22. Cc1ccc(-n2nc3ccc(NC(=O)c4oc5ccccc5c4C)cc3n2)cc1
23. Brc1ccc(C=Nc2ccc3c(c2)OCCOCCOCCO3)s1
24. O=C(CCN1C(=O)/C(=C\c2ccccc2)SC1=S)NCCCN1CCOCC1
compound no. | 19 | 20 | 21 | 22 | 23 | 24
BAZ2B inh | u | x | 10% | 1% | 1% | 1%
Tb PGK inh | 2% | 0% | 3% | i | 1% | -2%
JMJD2A Tudor | -27% | -38% | 31% | -5% | -10% | u
POLI inh | -2%[58.9 µM] | -18% | 9% | 20% | 184%[activator] | 5%
GLS inhibitor | 4% | -27% | -5% | 9% | -5% | 3%
HP1b binding inh | -2% | 21% | 44%[activator] | 60%[activator] | -1% | -6%
Pin1 inh | 14% | 0% | -5% | 1% | 2% | 10%
G9a block | -28% | x | -3%[59 µM] | 14%[59 µM] | 29%[59 µM] | x
BLM helicase inh | -10% | x | 3% | -2% | -5% | -8%

25. CCN(CC)CCn1c(NCc2ccccn2)nc2ccccc21
26. O=C(COC(=O)c1ccc2ccccc2n1)c1ccccc1
27. COc1cccc(NC(=O)c2sc3nc(C)c(C(=O)Nc4ccc(C)cc4C)c(-c4cccs4)c3c2N)c1
28. O=C(c1ccccc1)c1sc(N2CCCCCC2)nc1-c1ccccc1
29. CCc1nn(CC(=O)NCCOC)c(=O)c2cc3cc(F)ccc3n12
30. COC(=O)c1cc(OC)c(OC)cc1NC(=O)c1ccc(OC)c(OC)c1
compound no. | 25 | 26 | 27 | 28 | 29 | 30
BAZ2B inh | u | -17% | 12% | 17% | 0% | 8%
Tb PGK inh | 0% | -9% | -10% | -1% | -3% | 2%
JMJD2A Tudor | u | -16% | 10% | 26% | -7% | -3%
POLI inh | 20% | 123%[activator] | 5% | 2% | 34%[activator] | 13%
GLS inhibitor | 40%[activator] | -4% | 2% | 8% | 0% | 9%
HP1b binding inh | 34%[activator] | 14% | 92%[activator] | 76%[activator] | 4% | 54%
Pin1 inh | -1% | 4% | u | 6% | -2% | 11%
G9a block | u | -8%[59 µM] | u | 54%[activator][59 µM] | -32%[59 µM] | 6%[59 µM]
BLM helicase inh | -5% | -5% | -7% | -6% | 0% | 0%

Five compounds already listed, arranged by heavy-atom count, highest first:
27. COc1cccc(NC(=O)c2sc3nc(C)c(C(=O)Nc4ccc(C)cc4C)c(-c4cccs4)c3c2N)c1
24. O=C(CCN1C(=O)/C(=C\c2ccccc2)SC1=S)NCCCN1CCOCC1
30. COC(=O)c1cc(OC)c(OC)cc1NC(=O)c1ccc(OC)c(OC)c1
28. O=C(c1ccccc1)c1sc(N2CCCCCC2)nc1-c1ccccc1
23. Brc1ccc(C=Nc2ccc3c(c2)OCCOCCOCCO3)s1
compound no. | 27 | 24 | 30 | 28 | 23
BAZ2B inh | 12% | 1% | 8% | 17% | 1%
Tb PGK inh | -10% | -2% | 2% | -1% | 1%
JMJD2A Tudor | 10% | u | -3% | 26% | -10%
POLI inh | 5% | 5% | 13% | 2% | 184%[activator]
GLS inhibitor | 2% | 3% | 9% | 8% | -5%
HP1b binding inh | 92%[activator] | -6% | 54% | 76%[activator] | -1%
Pin1 inh | u | 10% | 11% | 6% | 2%
G9a block | u | x | 6%[59 µM] | 54%[activator][59 µM] | 29%[59 µM]
BLM helicase inh | -7% | -8% | 0% | -6% | -5%

Additional results.
31. COc1ccc(NS(=O)(=O)c2ccc3oc(SC4CCOC4=O)nc3c2)cc1 (stereo unspecified)
32. Cc1nn(-c2ccccc2)c(C)c1C(=O)OC/C(O)=C(\C#N)c1nc2ccccc2[nH]1
33. COc1ccc(/C=C2\SC(=O)N(CCNC(=O)Cn3cnnn3)C2=O)cc1
34. O=C(O)CSc1cccc[n+]1[O-]
35. Cc1ccc(S(=O)(=O)NC(C)(C)CSc2nncn2N)cc1
36. Cn1nc(C(=O)Nc2cccc(C(F)(F)F)c2)ccc1=O
compound no. | 31 | 32 | 33 | 34 | 35 | 36
BAZ2B inh | -10% | 7% | 6% | -23% | 12% | -2%
Tb PGK inh | 2% | 8% | -9% | -5% | 1% | -7%
JMJD2A Tudor | -20% | -21%[57.1 µM] | -19% | -18% | 4% | -20%
POLI inh | 8% | 16% | 18% | 16% | 13% | 23%
GLS inhibitor | 16% | 7% | -3% | 2% | 1% | -1%
HP1b binding inh | 19% | 42% | 5% | 6% | 39% | 36%
Pin1 inh | -8% | u | -8% | 1% | -2% | 2%
G9a block | 3%[12.7 µM] | 26%[59 µM] | u | u | -1%[59 µM] | 11%[12.7 µM]
BLM helicase inh | -8% | -12% | -6% | -6% | -2% | 1%

37. Nc1cc(=O)[nH]c(SCCSc2cc(Cl)ccc2Cl)n1
38. O=c1c2ccccc2nc(SCc2ccccc2)n1Cc1ccco1
39. Cc1cc(C)n(Cc2ccc(C(=O)Nc3ccc(Br)cc3C)o2)n1
40. CCC(C)(NC=O)C(=O)Nc1c(C)cccc1C (stereo unspecified)
compound no. | 37 | 38 | 39 | 40
BAZ2B inh | 4% | 16% | -21% | 3%
Tb PGK inh | 3% | i | -1% | -1%
JMJD2A Tudor | -7% | 3% | -13% | -6%
POLI inh | 45%[activator] | -2% | 125%[activator] | 118%[activator]
GLS inhibitor | -9% | -4% | 2% | 3%
HP1b binding inh | 13% | 95%[activator] | 18% | 18%
Pin1 inh | 8% | 27% | 2% | 8%
G9a block | 57%[activator] | 8%[59 µM] | 3%[59 µM] | -6%
BLM helicase inh | -9% | -10% | -4% | 1%
